# Source: PubChem BioAssay
# E-selectin induc: induces E-selectin expression in human endothelial cells; P16581; HUVEC E-selectin immunofluorescence imaging; normalized: neutral wells 0, TNF-alpha wells 100; activation, % at 7.58 µM; 0.37% of 260,000 active; AID 686992;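 active = mean E-selectin-positive cell signal at least 10% of the positive control, reached in at least 60% of replicates, without over 20% cell loss; inconclusive = no rule given, readout overlaps actives, possibly toxicity-flagged; inactive = the rest, including those meeting only one limit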;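 also: in these data hits start at about 27%; measured in HUVEC primary endothelial cells; signal is the percent of cells scored E-selectin positive by PE staining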
#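 System: HUVEC / Compound: single concentration / Signal: immunofluorescence imaging / Read-out: percent E-selectin-positive cells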
# miR122 inh: inhibitors of miR-122 in Huh7 cells. Huh7 miR-122 Renilla luciferase sensor, 48 h; neutral wells = 0, positive control = 100. activation (reporter increase), % at 12.5 µM. 0.3% of 340,000 active;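 active = mean replicate activation score at least 90 and every replicate individually at or above 90; inconclusive = only one of the two criteria met; inactive = neither criterion met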;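 also: higher luciferase means less miR-122 activity so hits act as miR-122 inhibitors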
# RAD52 anneal inh: blocks human RAD52 DNA annealing; inhibition, % at 18.7 µM; P43351; 0.46% of 360,000 active; recombinant RAD52 DNA annealing, FRET fluorescence;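 active = every replicate showing at least 50% inhibition; inconclusive = mean inhibition at least 50% but not in every replicate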
# ERAP1 HTS inh: inhibitors of human ERAP1 aminopeptidase; recombinant ERAP1, Leu-AMC fluorescence, 60 min; inhibition, % at 10.7 µM; 0.15% of 340,000 active; AID 652197;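 active = mean replicate inhibition of at least 30%, or all replicates individually reaching that 30% level; inactive = mean below 30% and not every replicate reaching it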;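 also: 0% = neutral control wells and 100% = L-leucinethiol positive control wells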
# Target sequence (Q9NZ08 whole entry, looked up): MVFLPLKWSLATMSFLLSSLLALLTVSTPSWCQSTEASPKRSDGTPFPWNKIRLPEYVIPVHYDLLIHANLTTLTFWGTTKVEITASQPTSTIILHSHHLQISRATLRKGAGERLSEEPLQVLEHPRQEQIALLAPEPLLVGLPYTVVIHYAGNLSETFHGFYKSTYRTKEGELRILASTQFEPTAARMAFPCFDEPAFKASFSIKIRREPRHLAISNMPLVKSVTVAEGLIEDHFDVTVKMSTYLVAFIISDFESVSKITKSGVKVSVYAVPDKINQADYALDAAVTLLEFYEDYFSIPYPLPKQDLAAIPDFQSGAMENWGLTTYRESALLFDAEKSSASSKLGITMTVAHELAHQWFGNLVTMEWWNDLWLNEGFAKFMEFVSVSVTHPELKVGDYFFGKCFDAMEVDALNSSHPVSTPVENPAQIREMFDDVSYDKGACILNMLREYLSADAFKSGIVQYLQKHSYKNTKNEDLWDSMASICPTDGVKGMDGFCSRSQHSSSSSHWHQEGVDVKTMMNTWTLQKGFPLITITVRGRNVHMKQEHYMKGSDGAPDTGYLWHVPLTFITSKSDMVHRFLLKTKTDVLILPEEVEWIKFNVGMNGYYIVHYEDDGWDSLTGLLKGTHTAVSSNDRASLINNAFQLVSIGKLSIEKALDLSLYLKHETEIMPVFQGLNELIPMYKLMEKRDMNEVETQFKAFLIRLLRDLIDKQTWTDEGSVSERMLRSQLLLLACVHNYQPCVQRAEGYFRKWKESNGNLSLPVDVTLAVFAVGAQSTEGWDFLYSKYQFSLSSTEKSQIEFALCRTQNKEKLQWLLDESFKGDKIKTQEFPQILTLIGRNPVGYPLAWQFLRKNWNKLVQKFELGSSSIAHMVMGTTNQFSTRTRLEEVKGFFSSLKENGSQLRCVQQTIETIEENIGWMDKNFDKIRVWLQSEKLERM
# RAD54 branch: inhibitors of human RAD54 branch migration; RAD54 Holliday junction branch migration, FAM/BHQ fluorescence; inhibition, % at 10.4 µM; 0.14% of 360,000 active;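 active = mean normalized replicate activity at least 40 and at least half of replicates scoring 40 or more; inconclusive = only one of the two criteria met; inactive = mean below 40 and under half of replicates reaching 40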;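 also: 0% = median of neutral control wells and 100% = median of positive control wells; inhibitors cause a drop in the FAM fluorescence signal; in these data hits start at about 50%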
# Cneo AK release: Cryptococcus neoformans lysis via adenylate kinase release | AID 651654 | 0.2% of 360,000 active | C. neoformans lysis, adenylate kinase release luminescence, 4 h; normalised: neutral wells 0, clomiphene wells 100 | lysis activity, % at 15 µM;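 active = mean lysis activity across replicates of at least 80%, whatever share of replicates individually reach that level; inactive = mean lysis activity below 80%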
#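 Assay system: Cryptococcus neoformans yeast cells / Dosing: single-point compound dose / Timing: 4 h at 37 °C static, read 1 h later / Measured by: luminescence of released adenylate kinase using an AK detection reagent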
# PglD DTNB: PglD (C. jejuni) enzyme inhibition. purified PglD enzyme, DTNB colorimetric CoA detection. inhibition, % at 12.5 µM. 0.098% of 360,000 active. AID 602405; in the data active = inhibition above about 16%, passing the limit was not always enough; inconclusive = no clear call, values can overlap the other calls; also: strong numbers were not always called active
# PGC1a acetyl inh: PGC1a acetylation modulation, inhibitor mode; U2OS PGC1a acetylation, AlphaScreen anti-acetyl-lysine; with virally co-expressed GCN5 acetyltransferase; inhibition, % at 15.6 µM; 0.17% of 350,000 active; AID 651687;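 active = every replicate shows inhibition of at least 40%; inconclusive = mean inhibition at least 40% but some replicate below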;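 also: 0% = neutral control wells and 100% = positive control wells; some results beyond the cut were filed as inactive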
# Numbers without * were called inactive; ? = inconclusive; . = no result given; & = joins results of further samples; [ ] = another dose, or the depositor's remark.
smiles | E-selectin induc | miR122 inh | RAD52 anneal inh | ERAP1 HTS inh | RAD54 branch | Cneo AK release | PglD DTNB | PGC1a acetyl inh
COc1cc(-c2cnc3c(NC=O)cc(-c4cccc(C(F)(F)F)c4)cn23)cc(OC)c1OC | -0.2 | -3 | -36 | -1 | 3 | 14 | -6 | -2
O=C(CNC(=O)c1ccccc1F)NCc1ccncc1 | -0.3 | -4 | -4 | 2 | . | . | . | 4
Nc1ccc(Sc2nnnn2-c2ccccc2)c(Cl)c1 | . | 1 | . | . | -2 | 0 | -1 | 1
COc1ccccc1N1CCN(c2ccc(N3C(=O)CCC3=O)cc2[N+](=O)[O-])CC1 | -0.8 | -12 | -7 | 0 | 3 | -2 | 3 | 1
CCC(=O)N(C)C[C@@H]1Oc2cc(C#CCOC)ccc2S(=O)(=O)N([C@@H](C)CO)C[C@H]1C | -0.5 | 0[16.7 µM] | -20 | 0 | 2 | -2 | -2 | -12
COc1ccc(S(=O)(=O)N(C)C[C@H]2OCCCC[C@H](C)Oc3ccc(NC(=O)Cc4ccccc4)cc3C(=O)N([C@@H](C)CO)C[C@@H]2C)cc1 | 0.4 | -8[16.7 µM] | 2 | -4 | 3 | 44 | 3 | 6
C/C(=N\Nc1nc(C(C)(C)C)cs1)c1ccccc1 | . | 4 | -5 | -1 | 0 | -7 | -5 | 8
COc1cc(OC)c(NC(=S)Nc2cccc(C)c2)cc1Cl | . | 5 | . | . | 0 | 3 | 5 | .
CCOC(=O)NC(=O)/C(C#N)=C\NNc1ncc(C(F)(F)F)cc1Cl | -1.8 | -1 | -3 | -3 | . | . | . | -4
CCC(=O)N1CC2(C1)[C@@H](c1ccc(C3=CCCC3)cc1)[C@@H](CO)N2C(=O)COC | 0.0 | . | -22 | -4 | . | . | . | 16
Cc1ccccc1C(=O)Nc1cccc(NC(=O)c2ccccc2[N+](=O)[O-])c1 | . | 6 | 14 | 0 | -8 | -1 | -5 | 3
CC1=C(C(=O)Nc2ccccc2)C(c2ccc(O)cc2)N2C(=O)CSC2=N1 (stereo not drawn) | . | 1 | . | . | 2 | -1 | 0 | -1
COC(=O)c1ccc2c(=O)sc(N3CCC(C(N)=O)CC3)nc2c1 | . | -1 | . | . | -6 | 2 | -1 | -13
COc1ccccc1N1C(=O)c2ccccc2NC1c1ccncc1 (stereo not drawn) | . | 0 | . | . | -8 | 0 | 3 | 4
COCC(=O)Nc1ccc2c(c1)C(=O)N(C)C[C@@H](OC)[C@@H](C)CN(C(=O)c1ccccc1F)[C@@H](C)CO2 | -0.2 | -14[16.7 µM] | -11 | 2 | -3 | -1 | 2 | 7
Cc1cccc(Cc2nnc(CCC(=O)N(C)Cc3ccncc3C)o2)c1 | -0.9 | . | 8 | 0 | . | . | . | 5
O=C(NC1CCCCCC1)C1CCN(C(=O)c2cccc(Cl)c2)CC1 | 3.1 | -8 | -14 | -5 | -10 | 0 | 5 | .
Cc1ccc(N2C(=O)C3C=NNC3C2=O)cc1 (stereo not drawn) | -0.2 | -1 | -1 | 1 | . | . | . | 48
C=CC[C@@H](Cc1ccc(F)cc1)C(=O)OC[C@@H]1CCCN1C(=O)[C@@H](CC=C)CC(=O)NCCO | -0.3 | -4 | -4 | . | -5 | 0 | -3 | -2
Cc1csc(NC(=O)Cn2cnnn2)n1 | . | -3 | . | . | -15 | -6 | 1 | 5
COC(=O)c1c(CCl)noc1C(=O)NC(C)C | -0.3 | -3 | -7 | -3 | -1 | 1 | 1 | .
COc1cc2ccccc2cc1C(=O)N1CCN(C(C)=O)CC1 | . | . | -13 | 3 | -10 | 2 | -9 | .
CN(Cc1ccccc1)C(=O)c1ccc(NC(=O)Cc2ccc(NC(=O)C3CCCN(C(=O)C4CCCCC4)C3)cc2)cc1 (stereo not drawn) | -0.5 | 3 | 3 | 7 | 5 | 1 | 5 | -2
COc1ccc(CCNc2nncc(=O)[nH]2)cc1OC | . | -1 | 4 | -5 | 6 | -1 | -5 | 1
COc1ccc(C(=S)N2CCOCC2)cc1OS(=O)(=O)c1ccc(Br)cc1 | 0.0 | 3 | -15 | 3 | -1 | 0 | -2 | -4
O=C(NCCc1ccccc1F)c1cc(COc2ccc(F)cc2F)on1 | . | 4 | -27 | -1 | 1 | -2 | -5 | -3
CN1C(=O)c2cc(NC(=O)C3CCCC3)ccc2OC[C@H]2O[C@H](CC(=O)NCC(F)(F)F)CC[C@H]21 | 0.2 | -10[16.7 µM] | -5 | -2 | 3 | -2 | -1 | 0
Cc1noc(C)c1S(=O)(=O)Nc1ccc2c(c1)C(=O)N([C@@H](C)CO)C[C@H](C)[C@H](CN(C)C)O2 | 0.4 | -3[16.7 µM] | 7 | 0 | 14 | 56 | -2 | 4
Oc1ccc(-c2csc(Nc3ncccn3)n2)c(O)c1 | . | 1 | 1 | 3 | . | . | . | 10
COc1ccc(Cc2nnc(-c3cccc(C)c3)o2)cc1OC | . | 1 | . | . | -18 | -1 | -11 | -13

# Whole records from above. Order of values: E-selectin induc | miR122 inh | RAD52 anneal inh | ERAP1 HTS inh | RAD54 branch | Cneo AK release | PglD DTNB | PGC1a acetyl inh
# `COc1cc2ccccc2cc1C(=O)N1CCN(C(C)=O)CC1` is listed as . | . | -13 | 3 | -10 | 2 | -9 | .
# `O=C(NCCc1ccccc1F)c1cc(COc2ccc(F)cc2F)on1` is listed as . | 4 | -27 | -1 | 1 | -2 | -5 | -3
# `Cc1noc(C)c1S(=O)(=O)Nc1ccc2c(c1)C(=O)N([C@@H](C)CO)C[C@H](C)[C@H](CN(C)C)O2` is listed as 0.4 | -3[16.7 µM] | 7 | 0 | 14 | 56 | -2 | 4
# `CN1C(=O)c2cc(NC(=O)C3CCCC3)ccc2OC[C@H]2O[C@H](CC(=O)NCC(F)(F)F)CC[C@H]21` is listed as 0.2 | -10[16.7 µM] | -5 | -2 | 3 | -2 | -1 | 0
# `Oc1ccc(-c2csc(Nc3ncccn3)n2)c(O)c1` is listed as . | 1 | 1 | 3 | . | . | . | 10

# (more compounds)
smiles | E-selectin induc | miR122 inh | RAD52 anneal inh | ERAP1 HTS inh | RAD54 branch | Cneo AK release | PglD DTNB | PGC1a acetyl inh
Cc1ccc(CN2CCCN(Cc3c(F)cccc3Cl)S2(=O)=O)cc1 | ? | 31 | -6 | 0 | -1 | -1 | -2 | 2
CC=Cc1ccc2n(c1=O)C[C@H]1[C@H](CO)[C@@H](C(=O)NCC)N(Cc3cccc(F)c3)[C@@H]21 (mixture of isomers) | 0.1 | -1[16.7 µM] | -9 | 0 | -6 | 18 | 2 | .
C/C(=N\NC(=O)c1ccc(N)cc1)C1CC1 | -0.1 | 3 | -16 | 0 | -1 | -1 | 0 | -1
COc1ccc(NC(=O)CN2CCN(CC(=O)Nc3ccccc3Cl)CC2)c(OC)c1 | . | -4 | -4 | -5 | 7 | -1 | -1 | 2
Cc1ccc(CNC(=O)c2ccccc2SCC(=O)NCC2CCCCC2)cc1 | . | -4 | . | . | -2 | . | -8 | -4
C[C@H](CO)N1C[C@H](C)[C@H](CN(C)CC2CCOCC2)Oc2ncc(C#Cc3ccc(F)cc3)cc2C1=O | 0.1 | 2[16.7 µM] | 11 | 0 | 9 | 4 | 1 | -14
O=c1[nH]c(NC2CCCCC2)c([N+](=O)[O-])c(=O)[nH]1 | . | -1 | . | . | 3 | -2 | 2 | 8
Cc1noc(C)c1NC(=O)N(C)C[C@@H]1Oc2ccc(NC(=O)Nc3cccc4ccccc34)cc2C(=O)N([C@@H](C)CO)C[C@@H]1C | 0.0 | 0[16.7 µM] | 7 | -3 | -4 | 50 | 2 | 19
C[C@@H]1CCCCO[C@@H](CN(C)S(=O)(=O)c2ccccc2)[C@H](C)CN([C@@H](C)CO)C(=O)c2cc(NC(=O)Nc3ccccc3)ccc2O1 | . | -6[16.7 µM] | 3 | 2 | 3 | -2 | 1 | -4
Cn1c(=O)oc2cc(S(=O)(=O)N3CCC(C(=O)NCc4ccccc4)CC3)ccc21 | 2.0 | -2 | -2 | 1 | -7 | 0 | -4 | -4
CC(C)NC(=O)N(C)C[C@H]1OCCCC[C@H](C)Oc2ccc(NS(=O)(=O)c3ccccc3)cc2C(=O)N([C@H](C)CO)C[C@H]1C | 0.1 | -7 | -9&18 | -9&-1 | -3 | 1 | -1 | -6&9
c1ccc(N2CCN(c3c4c(nc5ncnn35)CCC4)CC2)cc1 | . | -13 | -14 | 2 | -4 | 2 | -9 | 4
Cc1ccc(-n2c(C)cc(=O)cc2C)cc1[N+](=O)[O-] | . | . | -8 | -2 | 2 | 2 | 4 | .
C[C@H]1CN([C@@H](C)CO)C(=O)c2cc(NC(=O)Nc3cccc4ccccc34)ccc2O[C@@H]1CN(C)CC1CCCCC1 | -8.3 | -3[16.7 µM] | -8 | 1 | 12 | 1 | 2 | 8
Cc1ccc(N(C(C)C(=O)O)S(=O)(=O)c2c(C)n[nH]c2C)cc1 (stereo not drawn) | . | 0 | . | . | -2 | 2 | -2 | 8

# In a second layout: 2 of the compounds above.
# Below each compound: E-selectin induc, miR122 inh, RAD52 anneal inh, ERAP1 HTS inh, RAD54 branch, Cneo AK release, PglD DTNB, PGC1a acetyl inh
> O=c1[nH]c(NC2CCCCC2)c([N+](=O)[O-])c(=O)[nH]1
→ ., -1, ., ., 3, -2, 2, 8
> Cc1noc(C)c1NC(=O)N(C)C[C@@H]1Oc2ccc(NC(=O)Nc3cccc4ccccc34)cc2C(=O)N([C@@H](C)CO)C[C@@H]1C
→ 0.0, 0[16.7 µM], 7, -3, -4, 50, 2, 19

# More entries.
smiles | E-selectin induc | miR122 inh | RAD52 anneal inh | ERAP1 HTS inh | RAD54 branch | Cneo AK release | PglD DTNB | PGC1a acetyl inh
CN(CCc1ccccn1)C(=O)CN(C)S(=O)(=O)c1ccc2c(c1)c(=O)n(C)c(=O)n2C | . | -2 | -8 | -1 | . | . | . | 1
Cc1ccc2cc(CN(c3ccccc3C)S(=O)(=O)c3ccccc3)c(=O)[nH]c2c1 | 2.9 | -5 | -16 | 0 | 3 | 0 | -5 | 1
CC(C)[C@H](NC(=O)OC(C)(C)C)c1nnc(SCc2cccc(F)c2)o1 | . | -2 | . | . | 1 | 1 | 6 | -14
O=C(CN1C(=O)/C(=C/c2ccco2)SC1=S)Nc1ccc(O)c(C(=O)O)c1 | . | -10 | -330 | 0 | -13 | -1 | 4 | -6
